HSF1 activator – increases HSF-1 driven luciferase reporter signal; AID 504408; activation, % at 9 µM; actives 1.7% (n = 300,000); NIH3T3-HGL HSF-1 luciferase reporter, MG132, 8 h; 100% = twice DMSO control signal;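 active means mean replicate activation of at least 50% with a set share of replicates each reaching 50%; inconclusive means only one of those two conditions met; inactive means mean below 50% and too few replicates reaching it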;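 further: 0% = median of the neutral control wells and 100% = twice that signal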
HSF1 inh – HSF1 inhibition; NIH3T3-HGL HSE-luciferase, MG132-induced, luminescence 8 h; hits give low values; activity change, negative = inhibition, % at 7.5 µM (by protocol); actives 0.77% (n = 300,000);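 active means more than half of replicate wells show activity change below -50%, luminescence cut by over half; inconclusive means some wells, but at most half, below -50%; inactive means no replicate well below -50%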;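 further: luciferase reports HSF-1 transcriptional activity via heat shock element; 0% = median of DMSO wells and -100% = zero luminescence signal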
GSK3beta inhib – inhibitors of human GSK3beta kinase. P49841. GST-GSK3beta kinase, ADP-Glo luminescence, 60 min; hits give low values. activity score (negative = inhibition), % at 10 µM. actives 0.038% (n = 300,000). AID 2097;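 active means more than half of replicate wells score below -50%, meaning over 50% inhibition versus plate controls; inconclusive means some replicates but at most half score below -50%; inactive means no replicate scores below -50%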;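 further: 0% = median DMSO wells and -100% = median GW8510 positive control wells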
Target sequence (P49841 whole entry, looked up): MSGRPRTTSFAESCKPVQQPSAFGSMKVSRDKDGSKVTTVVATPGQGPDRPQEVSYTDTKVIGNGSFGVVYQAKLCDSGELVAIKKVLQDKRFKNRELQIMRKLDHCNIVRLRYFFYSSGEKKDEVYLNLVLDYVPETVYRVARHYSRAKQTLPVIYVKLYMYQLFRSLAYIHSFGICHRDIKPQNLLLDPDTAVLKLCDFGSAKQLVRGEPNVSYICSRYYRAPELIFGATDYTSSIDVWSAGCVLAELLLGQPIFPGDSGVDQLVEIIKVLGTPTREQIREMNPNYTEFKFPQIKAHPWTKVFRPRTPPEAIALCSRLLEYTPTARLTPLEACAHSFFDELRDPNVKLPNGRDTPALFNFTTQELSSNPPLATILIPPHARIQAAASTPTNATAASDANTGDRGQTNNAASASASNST
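Assay system: GST-tagged human GSK3beta kinase, cell-free; Input: 1.6 ng GSK3beta; Medium: Tris/MgCl2 kinase buffer; Timing: 60 min enzyme reaction, room temperature; Signal: ADP-Glo luminescence quantifying ADP generated by kinase; Evaluation: score relative to plate controls; Benchmarks: DMSO neutral wells and GW8510 at 20 µM as positive.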
HIF activator – HIF pathway transcriptional activation | activation, % at 7.5 µM (by protocol) | U2OS HRE-luciferase reporter, luminescence; normalized: DMSO 0%, desferrioxamine 100% | actives 0.32% (n = 300,000);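 active means mean activation of at least 10% of the iron chelator positive control signal, with at least half of replicates also reaching 10%; inconclusive means mean and replicate majority disagree about reaching 10%; inactive means mean and most replicates under 10%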
HSP90 inh – HSP90 refolding inhibition in rabbit reticulocyte lysate; luciferase refolding luminescence, 3 h; inhibition, % at 5.6 µM; actives 0.91% (n = 290,000);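 active means inhibition above the screen-wide mean plus 3 SD, computed separately per campaign, cut at about 16% in these data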;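 further: 0% = DMSO wells and 100% = 60 µM geldanamycin wells; inhibitors lower the luminescence because luciferase stays unfolded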
GSK3 alpha inh – human GSK-3 alpha kinase inhibition; P49840; AID 2650; inhibition, % at 10 µM; ADP-Glo luminescence, 60 min; actives 0.1% (n = 320,000);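 in the data active means inhibition above about 50%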;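 further: GST-tagged GSK-3 alpha with peptide substrate and 25 µM ATP; 0% = DMSO neutral wells and 100% = GW8510 positive control wells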
Target sequence (P49840 whole entry, looked up): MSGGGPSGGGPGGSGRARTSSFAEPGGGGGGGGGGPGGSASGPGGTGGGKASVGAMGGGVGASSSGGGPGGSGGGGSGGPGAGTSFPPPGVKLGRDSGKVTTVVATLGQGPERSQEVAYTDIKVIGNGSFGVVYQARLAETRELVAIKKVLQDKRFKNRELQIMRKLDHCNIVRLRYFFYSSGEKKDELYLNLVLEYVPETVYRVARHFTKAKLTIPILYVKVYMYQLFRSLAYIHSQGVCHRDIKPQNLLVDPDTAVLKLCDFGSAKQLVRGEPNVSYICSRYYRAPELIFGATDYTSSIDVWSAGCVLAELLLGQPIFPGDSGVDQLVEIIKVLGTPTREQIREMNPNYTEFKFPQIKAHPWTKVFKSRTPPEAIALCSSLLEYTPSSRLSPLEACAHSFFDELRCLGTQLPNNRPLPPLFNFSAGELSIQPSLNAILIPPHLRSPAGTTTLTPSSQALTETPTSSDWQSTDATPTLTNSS
IEC-6 tox – IEC-6 cytotoxicity, counter-screen for KLF5 inhibitors; luminescence viability; inhibition, % at 5 µM; actives 0.78% (n = 290,000); in the data active means inhibition above about 22%;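 further: 0% = plate median of test compound wells and 100% = cytotoxic reference compound wells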
AI-2 QS modul – modulates the Vibrio harveyi AI-2 quorum sensing system. Vibrio harveyi JMH597 AI-2 luminescence/OD600 ratio, 9 h; hits give low values; strain lacks LuxN and CqsS sensors; 0 = neutral-control median. activity change, % at 7.5 µM. actives 0.4% (n = 300,000). AID 2094; in the data active means activity change below about -75%, passing the limit was not always enough; inconclusive means no clear call, values can overlap the other calls;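 further: luminescence divided by OD600 gain over 9 h not by final OD600 alone; inactives centre near 13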
aSyn 5UTR inh – MLPCN primary screen, SNCA 5' untranslated region; alpha-synuclein 5'UTR reporter, inhibitor activity; inhibition, % (tested at 7.5 µM); actives 0.82% (n = 300,000); in the data active means inhibition above about 60%; inconclusive means no clear call, values can overlap the other calls;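 further: H4 neuroglioblastoma cells stably carrying SNCA 5'UTR luciferase fusion; 0% = DMSO wells and 100% = positive control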
KLF5 inh – kruppel-like factor 5 inhibition; inhibition, % at 5 µM; DLD-1 KLF5 promoter-luciferase reporter, luminescence; actives 0.23% (n = 290,000);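 active means inhibition above a per-plate limit of that plate's mean compound inhibition plus 3 SD, cut at about 60% in these data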;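 further: 0% = DMSO wells and 100% = LY294002 at 200 µM; higher means less KLF5 promoter-driven luciferase light; inactives centre near -14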
An asterisk follows results filed as active; ? = inconclusive; . = no result given.

Value order: HSF1 activator	HSF1 inh	GSK3beta inhib	HIF activator	HSP90 inh	GSK3 alpha inh	IEC-6 tox	AI-2 QS modul	aSyn 5UTR inh	KLF5 inh
C=CCn1c(SC/C=C/c2ccccc2)nnc1-c1sc(N)nc1C
 : 8	-1	2	0.3	3	0	1	16	9	-6
CCCCN(CC)CCNC(=O)C1CCCN(S(=O)(=O)c2cccc3nsnc23)C1 (stereo unspecified)
 : 5	-8	-21	-0.1	-1	1	2	.	12	-11
Cc1ccccc1OC/C(O)=C(\C#N)c1nc2ccccc2[nH]1
 : 2	0	6	-0.1	2	-4	3	5	-7	7
COCCn1c(-c2ccsc2)nc2c1c(=O)[nH]c(=O)n2CC(C)C
 : -1	5	0	-0.2	3	9	0	22	0	-42
COc1ccc2c(=O)c3c(=O)n(-c4ccc(C)cc4)c(-c4ccccc4)nc3oc2c1
 : -14	-8	0	0.5	0	-2	-6	27	-46	-20
O=C(O)c1ccc2c(c1)S(=O)(=O)c1ccccc1C2=O
 : 10	-7	-12	-17	0	27	-11	40	-12	-35
CC1CCC(NC(=O)c2cccc(S(=O)(=O)N3CCN(c4ccccc4)CC3)c2)CC1 (stereo unspecified)
 : -4	6	3	0.3	.	-1	.	12	-2	.
Cc1c(NC(=S)NC(=O)CCc2ccccc2)c(=O)n(-c2ccccc2)n1C
 : 6	-1	1	-1.3	0	-6	0	-2	-3	-8
COc1ccc(-c2noc(CN3CCN(c4ccccc4F)CC3)n2)cc1OC
 : 8	-7	-3	-0.1	0	2	0	47	24	-18
CS(=O)(=O)N(CC(=O)NCCc1ccccc1)C1CCCCC1
 : 24	-1	0	0.3	0	-1	-4	9	16	-62

Record cards, from the list above. Screens in order: HSF1 activator	HSF1 inh	GSK3beta inhib	HIF activator	HSP90 inh	GSK3 alpha inh	IEC-6 tox	AI-2 QS modul	aSyn 5UTR inh	KLF5 inh
CCCCN(CC)CCNC(=O)C1CCCN(S(=O)(=O)c2cccc3nsnc23)C1 (stereo unspecified) in the list: 5	-8	-21	-0.1	-1	1	2	.	12	-11
COCCn1c(-c2ccsc2)nc2c1c(=O)[nH]c(=O)n2CC(C)C in the list: -1	5	0	-0.2	3	9	0	22	0	-42
CS(=O)(=O)N(CC(=O)NCCc1ccccc1)C1CCCCC1 in the list: 24	-1	0	0.3	0	-1	-4	9	16	-62

The list continues.
Value order: HSF1 activator	HSF1 inh	GSK3beta inhib	HIF activator	HSP90 inh	GSK3 alpha inh	IEC-6 tox	AI-2 QS modul	aSyn 5UTR inh	KLF5 inh
CCNc1nc(NC(C)CC)nc(Oc2ccc(OCC)nn2)n1 (stereo unspecified)
 : 18	10	2	0.0	-2	.	11	15	19	-24
COC(=O)c1cccc(NC(=O)/C=C/c2ccc3c(c2)OCO3)c1
 : 21	-2	-2	-1.0	0	-1	-10	-24	102*	6
CCOCCNC(=O)c1ccccc1C(=O)NCCOCC
 : 3	2	5	-0.1	0	2	-6	14	-7	-25
COc1ccc(OC)c(NC(=O)C2CC(/C=C/c3ccccc3)=NO2)c1 (stereo unspecified)
 : 23	-3	2	-23	5	8	4	28	-21	-2
CCCc1ccc2oc(C(=O)N3CCC[C@H]3CO)c(C)c2c1
 : 44	25	1	5.2	-1	2	-2	9	-200	-165
O=C(NC1CCN(C(=S)NCc2ccco2)CC1)c1ccc(F)cc1
 : 22	1	-5	-0.1	0	-1	3	22	-1	-18
O=C(CN1C(=O)NC2(CCc3ccccc32)C1=O)Nc1cccc(F)c1 (stereo unspecified)
 : -2	-1	5	-1.1	.	-1	.	-84*	6	.
CCCS(=O)(=O)N1CCN(CCCc2ccccc2)CC1
 : -15	-5	-6	0.1	4	-2	4	3	21	11
CC(=O)NC(CCS(C)(=O)=O)C(=O)Nc1ccc(C)c(F)c1 (stereo unspecified)
 : -25	-8	1	0.3	-1	-3	-3	16	-4	13
CCOc1ccc(C(=O)Nc2ccc3c(c2)OCCO3)cc1
 : 118*	69	0	-1.1	22*	2	6	15	-20	-35
CC(C)CC(=O)N1CCN(Cc2ccccc2[N+](=O)[O-])CC1
 : -1	-14	-2	0.2	-3	-6	-3	14	-33	-2
CCOC(=O)c1cccc(NC(=S)NC(=O)c2cccnc2)c1
 : 11	-3	-1	0.1	7	-1	4	5	4	-26
CCOc1ccc(CN2CCN(Cc3cc4ccccc4[nH]3)CC2CCO)cc1 (stereo unspecified)
 : 11	-1	0	-0.2	1	.	5	-25	4	-11
Cc1cc(NCCCN2CCOCC2)n2nc(C)c(-c3ccccc3)c2n1
 : 6	1	0	0.3	3	0	0	4	-11	-15
O=C(Nc1ccc(Cl)cn1)c1ccc(-c2cc(Cl)ccc2Cl)o1
 : -1	-4	3	0.5	-3	-1	-3	?	-19	-6
Cc1ccc(/C=C2\C(=O)NC(=O)N2C)o1
 : 5	-2	1	0.1	6	15	4	1	15	13
COc1ccc(OC)c(NC(=O)c2sc3ncnc(N4CCN(c5ccccn5)CC4)c3c2C)c1
 : 10	-8	0	-0.2	-2	-2	1	13	2	-33
COc1ccccc1/C=C/C=N/NC(=O)c1ccncc1
 : 14	4	0	0.0	2	.	5	19	6	3
CC(C)N(c1ccccc1)c1ccc(NC(=O)CCl)cc1
 : -25	?	2	-3.4	1	0	9	33	-47	3
Cc1cc(C(=O)CSc2ccccc2)cc(C)c1O
 : 27	30	1	2.7	-4	-1	-2	13	-160	-108
Nc1ccc(N=Nc2ccccc2Cl)c(N)n1
 : 26	22	3	3.7	-5	-1	2	5	-165	-153
Cn1c(CNc2nc(-c3ccccc3)cs2)nnc1SCC(=O)N1CCc2ccccc21
 : 1	1	1	-0.1	1	0	3	-3	37	0
COc1ccc(NC(=O)c2cc(F)cc(F)c2)cc1Cl
 : -2	-6	-4	-0.1	-4	-1	-1	23	2	-90
Cc1ccc(CNS(=O)(=O)c2ccc(-n3cnnn3)c(C)c2)cc1
 : 5	6	0	-0.1	-3	1	6	17	10	-7
Cc1csc(NC(=O)CCc2c(C)nc3cc(-c4ccc(Cl)cc4)nn3c2C)n1
 : .	.	.	.	1	-2	10	.	.	-1
O=C1/C(=C/c2ccco2)SC(=S)N1CCC(=O)N1CCCCC1CCO (stereo unspecified)
 : 55*	33	1	0.8	-3	-1	-10	56	-48	-20
Cc1cc(NC(=O)c2cc(-c3ccc(Br)cc3)on2)no1
 : 9	2	-2	-0.5	-2	-3	-2	2	-5	3
CCOC(=O)C1CCCN(C/C(O)=C(\C#N)c2nc(-c3ccc(Cl)cc3)cs2)C1 (stereo unspecified)
 : -10	-2	2	-0.2	3	1	1	27	22	-2
Cc1ccc(C(C)NC(=O)c2ccc3c(c2)OCCO3)cc1C (stereo unspecified)
 : -15	-5	-1	0.0	1	1	6	12	-10	-13
CCc1cccc(OCC(=O)Nc2ccc(C)c(S(=O)(=O)N3CCCCCC3)c2)c1
 : -2	1	2	0.2	.	.	.	36	12	.
Cc1ccc(C)c(S(=O)(=O)Nc2ccc(C(=O)N3CCCCC3)cc2)c1
 : -2	8	0	-0.3	-2	-3	0	16	-12	-20
N#CC(C#N)=C1C=C2C=C(N3CCCCC3)CCC2CC1 (stereo unspecified)
 : .	.	.	.	-5	11	-1	.	.	-33
Nc1nc2n(n1)C(=O)CC(c1ccc(Cl)cc1)N2 (stereo unspecified)
 : -2	-5	2	-4.1	4	-1	1	23	12	-20
CCc1nnc(NC(=O)COc2ccc3c(c2)OCO3)s1
 : 6	2	-2	0.5	-4	-3	-4	11	-32	4
COc1cccc(/C=C2\SC(=N)N(c3ccc(F)cc3)C2=O)c1
 : 2	-5	-1	-0.6	-2	-1	-10	14	3	-14
Cc1nc2c(C(=O)NCc3ccco3)cnn2c(C)c1Cc1ccc(F)cc1Cl
 : ?	23	-4	0.1	-2	-2	3	5	-4	-24
Cc1ccc(N=C2CSC(=O)N2)cc1
 : 10	-2	2	-0.4	-4	-10	-5	16	11	-34
CC1=CC(C)(C)N(C(=O)CSc2nncn2C)c2ccccc21
 : 20	-5	1	-0.7	-1	-8	-1	-1	6	-26
CN(C)C(=O)C1OC(C)(C)OC1C(=O)N(C)C (stereo unspecified)
 : 2	0	-1	0.0	0	1	1	-10	-15	-31
COc1ccc(-c2[nH]ncc2CN2CCSCC2)c(OC)c1
 : 3	-2	-2	-0.2	-8	-1	-2	22	2	-32
CCN(Cc1ccccc1)S(=O)(=O)c1ccc(S(=O)(=O)N2CCN(CCC#N)CC2)cc1
 : 0	-1	1	-0.3	3	2	-1	6	7	-8
C/C(=N\NC(N)=S)c1ccncc1
 : 10	5	0	0.2	-5	3	-9	-5	10	-13
O=C(NCc1ccccn1)C(=O)NN=C1CCCCCCC1
 : -9	-3	1	0.7	1	0	2	8	-3	-18
COc1cccc(/C=N/NC(=O)c2ccc(N(C)S(=O)(=O)c3ccccc3)cc2)c1OC
 : 23	-9	5	-0.4	-1	-2	-3	15	22	-14
COc1cc(NC(=O)C(C)Oc2ccccc2)c(C(=O)O)cc1OC (stereo unspecified)
 : -6	-3	2	1.0	-1	-9	0	28	21	-4
CN(Cc1ccccc1)CC(O)COc1ccc(CNCc2cc3ccccc3s2)cc1 (stereo unspecified)
 : 10	2	3	1.5	6	-1	2	2	-26	-27

Screens as filed in PubChem.
